Fam108B counter – blocks mouse Fam108B hydrolase in RBBP9 counter-screen; recombinant Fam108B, FP-Rh probe fluorescence polarization; inhibition, % at 9.51 µM; hit rate 0.33% among 300,000; AID 1947;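 active = inhibition above the screen mean inhibition plus 3 SD, computed separately per campaign, cut at about 18% in these data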;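 note: inhibitors lower polarization as less probe binds the enzyme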
CIT2 TOR yeast – modulators of TOR pathway CIT2-GFP in S. cerevisiae; S. cerevisiae CIT2-GFP strain, flow cytometry, 3 h; 100 means same as DMSO wells; GFP response vs DMSO, % at 10 µM; hit rate 0.065% among 320,000; AID 2029;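 active = GFP response relative to DMSO above a set limit, near the screen mean plus 3 SD, cut at about 150% in these data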;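 note: ratio of well median GFP fluorescence to mean of DMSO wells on the plate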
Bcl-xL primary – inhibitors of human Bcl-xL; Q07817; AID 2129; hit rate 0.7% among 320,000; GST-Bcl-xL / FITC-Bim BH3 peptide fluorescence polarization; inhibition, % at 10.9 µM;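 active = inhibition above the mean of all tested compounds plus 3 SD, cutoff set per campaign, cut at about 30% in these data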;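 note: 0% = DMSO wells and 100% = unlabeled Bim-BH3 peptide competitor; inhibitors lower millipolarization by displacing the labeled peptide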
Target sequence (Q07817 whole entry, looked up): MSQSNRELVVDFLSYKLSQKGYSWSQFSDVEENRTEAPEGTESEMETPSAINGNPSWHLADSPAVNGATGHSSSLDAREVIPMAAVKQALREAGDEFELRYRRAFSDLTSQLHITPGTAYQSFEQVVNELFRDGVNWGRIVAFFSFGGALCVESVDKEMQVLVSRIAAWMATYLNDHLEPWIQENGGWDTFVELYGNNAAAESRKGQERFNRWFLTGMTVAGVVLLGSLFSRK
AGP1-GFP MLPCN – yeast TOR pathway AGP1-GFP modulation. S. cerevisiae AGP1-GFP multiplex flow cytometry, 3 h; GFP as percent of DMSO wells. GFP response vs DMSO, % at 10 µM. hit rate 0.02% among 320,000. AID 2066;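 active = GFP response relative to DMSO above a set limit, near screen average plus 3 SD, cut at about 150% in these data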;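 note: median GFP channel fluorescence of the gated AGP1 strain per well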
GLD-1 TGE inh – GLD-1-TGE RNA interaction inhibition (C. elegans); Q17339; purified GLD-1 + fluorescein TGE RNA, fluorescence polarization; inhibition, % at 5.96 µM; hit rate 0.44% among 320,000; AID 2280;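 active = percent inhibition above a per-plate cutoff, the plate mean of test compounds plus 3 SD, cut at about 30% in these data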;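 note: 0% = DMSO wells with GLD-1 and probe and 100% = wells lacking GLD-1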
Target sequence (Q17339 whole entry, looked up): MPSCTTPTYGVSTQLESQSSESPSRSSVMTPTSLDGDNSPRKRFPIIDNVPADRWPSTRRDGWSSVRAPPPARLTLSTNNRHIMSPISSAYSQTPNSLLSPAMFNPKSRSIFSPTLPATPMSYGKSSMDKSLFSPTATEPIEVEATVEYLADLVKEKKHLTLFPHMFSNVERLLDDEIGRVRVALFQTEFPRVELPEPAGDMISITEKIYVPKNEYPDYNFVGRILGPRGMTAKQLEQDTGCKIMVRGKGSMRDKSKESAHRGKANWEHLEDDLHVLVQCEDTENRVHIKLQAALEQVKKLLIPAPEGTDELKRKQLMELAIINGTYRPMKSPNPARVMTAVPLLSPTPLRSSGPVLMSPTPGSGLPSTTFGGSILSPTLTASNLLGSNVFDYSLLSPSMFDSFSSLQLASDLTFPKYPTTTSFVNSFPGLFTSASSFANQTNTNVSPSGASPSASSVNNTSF
MEX-5 binding – C. elegans MEX-5 TCR-2 RNA binding activity | Q9XUB2 | MEX-5/FITC-TCR2 RNA binding, fluorescence polarization; active compounds read low | activity score (negative = inhibition of binding), % at 10 µM | hit rate 0.38% among 300,000;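 active = inhibition past about -25% in most replicates, and total fluorescence under double the plate's negative control median, limit read from the data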;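 note: 0% = DMSO and -100% = 5 µM competing unlabeled TCR2 RNA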
GRK2 inh – blocks RNA aptamer binding to human GRK2; bead flow cytometry, FAM-aptamer displacement from GRK2; AID 488847; hit rate 0.59% among 330,000; inhibition of aptamer binding, % at 10 µM;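 active = inhibition of aptamer binding above 40%, roughly 3 SD of noise, on plates passing a quality check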;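 note: median bead fluorescence of bound FAM aptamer so fluorescent compounds give negative values; no value below 0 was filed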
VLA-4 inh – inhibition in a human VLA-4 binding assay. inhibition, % (about 7 µM as worked out from the volumes in the protocol). VLA-4 expressing cells, ligand binding flow cytometry. hit rate 0.2% among 330,000. P13612; in the data active = inhibition above about 50%
MCL1-BIM inh – MCL1-BIM-BH3 interaction inhibition (human) | hit rate 0.68% among 320,000 | AID 2057 | inhibition, % at 10.9 µM | GST-MCL1 / FITC-Bim-BH3 fluorescence polarization | Q07820;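 active = inhibition above the mean inhibition of all tested compounds plus 3 SD, set per campaign, cut at about 40% in these data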;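 note: 0% = DMSO wells and 100% = unlabeled Bim-BH3 peptide control; higher means more loss of mP so more displacement of Bim peptide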
Target sequence (Q07820 whole entry, looked up): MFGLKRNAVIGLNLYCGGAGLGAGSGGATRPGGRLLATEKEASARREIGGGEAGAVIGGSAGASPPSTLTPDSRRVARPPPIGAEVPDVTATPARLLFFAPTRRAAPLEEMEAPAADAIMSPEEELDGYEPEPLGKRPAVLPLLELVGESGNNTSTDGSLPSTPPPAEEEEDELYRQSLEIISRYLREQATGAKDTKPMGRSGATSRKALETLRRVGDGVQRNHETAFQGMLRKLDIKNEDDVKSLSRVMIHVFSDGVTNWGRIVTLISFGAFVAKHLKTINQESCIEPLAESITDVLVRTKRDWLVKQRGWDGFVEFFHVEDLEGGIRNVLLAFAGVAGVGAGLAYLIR
Numbers without * were called inactive. Rows are unselected; any-hit rate near 2.2%.

How did Cc1[nH]c2ccccc2c1/C=C(\C#N)S(=O)(=O)c1ccccc1 do in these assays?
Fam108B counter: 1; CIT2 TOR yeast: 105; Bcl-xL primary: 2; AGP1-GFP MLPCN: 103; GLD-1 TGE inh: 3; MEX-5 binding: -1.4; GRK2 inh: 0; VLA-4 inh: -117; MCL1-BIM inh: 4

What do the screens show for `CN(C)CC#CCCCCCCC#CCN(C)C`?
Fam108B counter: -1; CIT2 TOR yeast: 101; Bcl-xL primary: -1; AGP1-GFP MLPCN: 106; GLD-1 TGE inh: 0; MEX-5 binding: 0.0; GRK2 inh: 3; VLA-4 inh: -6; MCL1-BIM inh: -1

How did O=C(COc1ccc(S(=O)(=O)N2CCCCC2)cc1)N1CCOCC1 do in these assays?
Fam108B counter: 2; CIT2 TOR yeast: 108; Bcl-xL primary: -2; AGP1-GFP MLPCN: 105; GLD-1 TGE inh: 3; MEX-5 binding: 0.6; GRK2 inh: 1; VLA-4 inh: 14; MCL1-BIM inh: 6

What do the screens show for `CC(=O)Nc1cc(-c2ccc(Cl)cc2)nn1-c1ccccc1`?
Fam108B counter: -4; CIT2 TOR yeast: 104; Bcl-xL primary: 1; AGP1-GFP MLPCN: 98; GLD-1 TGE inh: -4; MEX-5 binding: -0.6; GRK2 inh: 0; VLA-4 inh: 7; MCL1-BIM inh: -4

How did Cc1ccc(/C=N/Nc2ccc(F)cc2F)s1 do in these assays?
Fam108B counter: 5; CIT2 TOR yeast: 111; Bcl-xL primary: 5; AGP1-GFP MLPCN: 97; GLD-1 TGE inh: 2; MEX-5 binding: -2.5; GRK2 inh: 14; VLA-4 inh: -7; MCL1-BIM inh: -2

Results for Cn1c(-c2ccccc2)cnc1SCC(=O)N1CCCCC1 ?
Fam108B counter: -1; CIT2 TOR yeast: 105; Bcl-xL primary: 9; AGP1-GFP MLPCN: 102; GLD-1 TGE inh: 1; MEX-5 binding: 2.0; GRK2 inh: 0; VLA-4 inh: 15; MCL1-BIM inh: 3

Results for Cc1ccc2cc(C)c(Sc3nnnn3-c3ccccc3)nc2c1 ?
Fam108B counter: -15; CIT2 TOR yeast: 95; Bcl-xL primary: 4; AGP1-GFP MLPCN: 96; GLD-1 TGE inh: -4; MEX-5 binding: 2.4; GRK2 inh: 3; VLA-4 inh: 5; MCL1-BIM inh: -7

Results for CC1=NN(/C(=N\c2nnc(C)s2)Nc2ccc(C)cc2)[C@H](c2ccc(C)cc2)S1 ?
Fam108B counter: 2; CIT2 TOR yeast: 105; Bcl-xL primary: 0; AGP1-GFP MLPCN: 100; GLD-1 TGE inh: 6; MEX-5 binding: 2.1; GRK2 inh: 1; VLA-4 inh: -2; MCL1-BIM inh: -2

What do the screens show for `Cc1cccc(N2CCN(C(=O)CCNS(=O)(=O)c3cccs3)CC2C)c1` (centres undefined)?
Fam108B counter: 5; CIT2 TOR yeast: 102; Bcl-xL primary: 2; AGP1-GFP MLPCN: 101; GLD-1 TGE inh: -3; MEX-5 binding: 2.5; GRK2 inh: 0; VLA-4 inh: -12; MCL1-BIM inh: 0

How did COC(=O)C1(S(=O)(=O)c2cc(Br)cc3c2N(C(C)=O)CC3)CC1 do in these assays?
Fam108B counter: 1; CIT2 TOR yeast: 100; Bcl-xL primary: 3; AGP1-GFP MLPCN: 101; GLD-1 TGE inh: -2; MEX-5 binding: 1.6; GRK2 inh: 0; VLA-4 inh: 8; MCL1-BIM inh: 7

Results for Cc1ccc(NC(=O)Nc2cnc3ccccc3c2)cc1 ?
Fam108B counter: 6; CIT2 TOR yeast: 96; Bcl-xL primary: 5; AGP1-GFP MLPCN: 103; GLD-1 TGE inh: -1; MEX-5 binding: -3.9; GRK2 inh: 0; VLA-4 inh: 10; MCL1-BIM inh: 2

Results for CN(C)S(=O)(=O)c1ccc(C(=O)NCCN2C(=O)S/C(=C\c3cccnc3)C2=O)cc1 ?
Fam108B counter: 4; CIT2 TOR yeast: 109; Bcl-xL primary: -1; AGP1-GFP MLPCN: 110; GLD-1 TGE inh: 3; MEX-5 binding: -1.3; GRK2 inh: 0; VLA-4 inh: -7; MCL1-BIM inh: 9

How did CCc1cc(=O)oc2c(C)c(O[C@@H]3O[C@H](CO)[C@@H](O)[C@H](O)[C@H]3O)ccc12 do in these assays?
Fam108B counter: 0; CIT2 TOR yeast: 98; Bcl-xL primary: 2; AGP1-GFP MLPCN: 95; GLD-1 TGE inh: 2; MEX-5 binding: 0.0; GRK2 inh: 0; VLA-4 inh: 4; MCL1-BIM inh: 3

Results for CN(CCOc1ccc(F)cc1)Cc1ccccc1 ?
Fam108B counter: 5; CIT2 TOR yeast: 97; Bcl-xL primary: 1; AGP1-GFP MLPCN: 94; GLD-1 TGE inh: -5; MEX-5 binding: -0.7; GRK2 inh: 1; VLA-4 inh: 13; MCL1-BIM inh: 1

How did CCOc1ccccc1-n1c(CN2CCN(C(=O)c3ccco3)CC2)nc2ccccc2c1=O do in these assays?
Fam108B counter: 0; CIT2 TOR yeast: 90; Bcl-xL primary: 4; AGP1-GFP MLPCN: 98; GLD-1 TGE inh: 1; MEX-5 binding: -0.7; GRK2 inh: 1; VLA-4 inh: 4; MCL1-BIM inh: 6

What do the screens show for `C=CCn1c(SCC(=O)Nc2ccc(OC)cc2)nc2c([nH]c3ccccc32)c1=O`?
Fam108B counter: -5; CIT2 TOR yeast: 92; Bcl-xL primary: -1; AGP1-GFP MLPCN: 87; GLD-1 TGE inh: 5; MEX-5 binding: -0.6; GRK2 inh: 4; VLA-4 inh: -8; MCL1-BIM inh: 2

Results for COCCn1nnnc1C(C(C)C)N1CCSCC1 (centres undefined) ?
Fam108B counter: 0; CIT2 TOR yeast: 99; Bcl-xL primary: 4; AGP1-GFP MLPCN: 92; GLD-1 TGE inh: -2; MEX-5 binding: -0.5; GRK2 inh: 0; VLA-4 inh: -2; MCL1-BIM inh: 3

Results for COc1ccc(N/C=C2\CCc3ccccc3C2=O)cc1 ?
Fam108B counter: 3; CIT2 TOR yeast: 92; Bcl-xL primary: -13; AGP1-GFP MLPCN: 89; GLD-1 TGE inh: -19; MEX-5 binding: 0.0; GRK2 inh: 3; VLA-4 inh: 8; MCL1-BIM inh: -27

What do the screens show for `CCC(c1nnc(SCC(=O)Nc2cccnc2Cl)n1-c1ccccc1)N(C)C` (centres undefined)?
Fam108B counter: 5; CIT2 TOR yeast: 97; Bcl-xL primary: 4; AGP1-GFP MLPCN: 99; GLD-1 TGE inh: -1; MEX-5 binding: -0.2; GRK2 inh: 0; VLA-4 inh: 14; MCL1-BIM inh: 15

How did Cc1cc(OC(C)C(=O)Nc2ccncc2)ccc1Cl (centres undefined) do in these assays?
Fam108B counter: -2; CIT2 TOR yeast: 92; Bcl-xL primary: 4; AGP1-GFP MLPCN: 89; GLD-1 TGE inh: 5; MEX-5 binding: -2.1; GRK2 inh: 3; VLA-4 inh: 5; MCL1-BIM inh: 12

What do the screens show for `COc1cccc(-n2ccnc2SCC(=O)Nc2ccccc2F)c1`?
Fam108B counter: -1; CIT2 TOR yeast: 93; Bcl-xL primary: 1; AGP1-GFP MLPCN: 93; GLD-1 TGE inh: 7; MEX-5 binding: 1.8; GRK2 inh: 1; VLA-4 inh: 14; MCL1-BIM inh: 3

Results for COc1ccc(C(=O)Cc2ccc3c(c2)OCO3)c(O)c1 ?
Fam108B counter: 2; CIT2 TOR yeast: 112; Bcl-xL primary: 6; AGP1-GFP MLPCN: 102; GLD-1 TGE inh: -1; MEX-5 binding: -4.8; GRK2 inh: 0; VLA-4 inh: 8; MCL1-BIM inh: 6

How did COc1cccc(-n2c(=S)sc3c(=O)n(-c4ccccc4OC)c(=S)[nH]c32)c1 do in these assays?
Fam108B counter: -2; CIT2 TOR yeast: 94; Bcl-xL primary: 2; AGP1-GFP MLPCN: 93; GLD-1 TGE inh: -6; MEX-5 binding: 1.2; GRK2 inh: 0; VLA-4 inh: 12; MCL1-BIM inh: -4

Results for CC(C)NS(=O)(=O)c1ccc(OCC(=O)NCc2ccc3c(c2)OCO3)c(Cl)c1 ?
Fam108B counter: -2; CIT2 TOR yeast: 108; Bcl-xL primary: 3; AGP1-GFP MLPCN: 100; GLD-1 TGE inh: 11; MEX-5 binding: -0.6; GRK2 inh: 1; VLA-4 inh: 8; MCL1-BIM inh: 4

What do the screens show for `O=C(NN=C1CCCC1)c1ccc(O)cc1`?
Fam108B counter: -4; CIT2 TOR yeast: 109; Bcl-xL primary: 2; AGP1-GFP MLPCN: 105; GLD-1 TGE inh: 2; MEX-5 binding: 1.9; GRK2 inh: 0; VLA-4 inh: 5; MCL1-BIM inh: 3

What do the screens show for `CCOC(=O)CSc1nc2ccccc2c(=O)n1CC1CCCC1`?
Fam108B counter: 0; CIT2 TOR yeast: 106; Bcl-xL primary: 0; AGP1-GFP MLPCN: 108; GLD-1 TGE inh: -3; MEX-5 binding: -2.4; GRK2 inh: 2; VLA-4 inh: 5; MCL1-BIM inh: -8

How did Cc1cc(NC(=O)CS(=O)(=O)c2ccc(Cl)cc2)no1 do in these assays?
Fam108B counter: 2; CIT2 TOR yeast: 108; Bcl-xL primary: 6; AGP1-GFP MLPCN: 103; GLD-1 TGE inh: 9; MEX-5 binding: 2.6; GRK2 inh: 2; VLA-4 inh: 19; MCL1-BIM inh: 8

What do the screens show for `O=C(O)CSc1nc2ccccc2[nH]1`?
Fam108B counter: 4; CIT2 TOR yeast: 102; Bcl-xL primary: -2; AGP1-GFP MLPCN: 106; GLD-1 TGE inh: -3; MEX-5 binding: -1.4; GRK2 inh: 1; VLA-4 inh: -1; MCL1-BIM inh: -2

How did CC(=O)Nc1ccc(C(=O)OCC(=O)Nc2ccc(N3CCOCC3)cc2)cc1 do in these assays?
Fam108B counter: -1; CIT2 TOR yeast: 100; Bcl-xL primary: 0; AGP1-GFP MLPCN: 101; GLD-1 TGE inh: 5; GRK2 inh: 0; VLA-4 inh: 5; MCL1-BIM inh: -7

Results for O=C(N=NC(=O)c1ccc2c(O)n(C3CCCCC3)c(O)c2c1)c1cccnc1 ?
Fam108B counter: -1; CIT2 TOR yeast: 102; Bcl-xL primary: 2; AGP1-GFP MLPCN: 97; GLD-1 TGE inh: 0; MEX-5 binding: 0.7; GRK2 inh: 0; VLA-4 inh: 7; MCL1-BIM inh: -4

What do the screens show for `C=CCNS(=O)(=O)c1cc(S(=O)(=O)NCC=C)c(OC)cc1OC`?
Fam108B counter: -2; CIT2 TOR yeast: 92; Bcl-xL primary: 4; AGP1-GFP MLPCN: 97; GLD-1 TGE inh: 5; MEX-5 binding: 1.4; GRK2 inh: 1; VLA-4 inh: 3; MCL1-BIM inh: -3

Grouped by structure: those above containing a thiophene ring, fused or not (two)
How did Cc1ccc(/C=N/Nc2ccc(F)cc2F)s1 do in these assays?
Fam108B counter: 5; CIT2 TOR yeast: 111; Bcl-xL primary: 5; AGP1-GFP MLPCN: 97; GLD-1 TGE inh: 2; MEX-5 binding: -2.5; GRK2 inh: 14; VLA-4 inh: -7; MCL1-BIM inh: -2

What do the screens show for `Cc1cccc(N2CCN(C(=O)CCNS(=O)(=O)c3cccs3)CC2C)c1` (centres undefined)?
Fam108B counter: 5; CIT2 TOR yeast: 102; Bcl-xL primary: 2; AGP1-GFP MLPCN: 101; GLD-1 TGE inh: -3; MEX-5 binding: 2.5; GRK2 inh: 0; VLA-4 inh: -12; MCL1-BIM inh: 0
